Source: PubChem
Lung fibro prol = blocks proliferation of human lung fibroblasts; LL 47 human lung fibroblast viability, ATP luminescence; active compounds read low; viability, % at 10 µM; actives 1.1% (n = 85,000); AID 719;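 active = viability at or below 50% in the single dose screen; inactive = viability above 50%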;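 note: compound exposure lasted 72 h before the ATP readout; 100% = median luminescence of untreated cell-only wells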
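Material: Human LL 47 lung fibroblast cells | Input: 1,150 cells/well | Buffer or medium: IMEM plus 15% FBS | Compound dosing: 0.1% DMSO in all compound wells | Times: Overnight cell rest, 72 h compound treatment at 37 °C | Signal: CellTiter-Glo luminescence measuring cellular ATP | Measure: % viability versus median cells-only luminescence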
H69AR inhibit = blocks growth of human H69AR lung tumor cells. H69AR lung tumor viability, ATP luminescence, 72 h; active compounds read low. actives 6% (n = 85,000). viability, % at 10 µM;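 active = viability at or below 40%; inactive = viability above 40%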;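 note: multidrug resistant small cell line overexpressing MRP-1 efflux transporter; 100% = mean luminescence of untreated control wells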
HUVEC tox TNFa = HUVEC cytotoxicity counter-screen, TNF alpha stimulated. HUVEC TNFalpha-stimulated, Hoechst cell count, imaging. cell count reduction, % at 2 µM. actives 0.17% (n = 93,000);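 active = cell count reduction exceeding the screen mean by over 5 SD, scaled to untreated wells per plate, cut at about 78% in these data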;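 note: cells counted after 24 h of TNF alpha exposure following the 1 h pretreatment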
Smad3 inh = blocks human Smad3 binding to FoxH1 peptide; AID 630; inhibition, % at 25 µM; actives 0.29% (n = 88,000); P84022; TR-FRET Smad3/Dy647-FoxH1 peptide binding, europium anti-His;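 active = compounds that reduce the energy-transfer binding signal between the protein and its labelled peptide by more than half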;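 note: 0% = Smad3 plus labelled peptide maximal FRET and 100% = peptide-only background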
Target sequence (P84022 whole entry, looked up): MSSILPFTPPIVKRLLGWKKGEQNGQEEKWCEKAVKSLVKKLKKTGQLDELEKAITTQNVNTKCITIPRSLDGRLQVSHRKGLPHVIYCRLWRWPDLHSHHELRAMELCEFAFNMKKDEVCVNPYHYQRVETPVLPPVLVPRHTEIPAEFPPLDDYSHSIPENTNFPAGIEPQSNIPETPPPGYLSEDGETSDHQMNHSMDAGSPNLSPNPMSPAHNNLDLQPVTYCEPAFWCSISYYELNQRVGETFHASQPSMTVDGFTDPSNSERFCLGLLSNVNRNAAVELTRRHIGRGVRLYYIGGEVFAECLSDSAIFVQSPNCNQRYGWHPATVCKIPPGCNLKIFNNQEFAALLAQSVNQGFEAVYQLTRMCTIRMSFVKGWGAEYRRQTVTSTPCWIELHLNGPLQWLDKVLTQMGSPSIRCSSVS
HUVEC inhibit = blocks proliferation of human endothelial cells. AID 648. viability, % at 10 µM (by protocol). HUVEC proliferation, CellTiter-Glo luminescence, 72 h; active compounds read low. actives 1.1% (n = 86,000);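 active = viability at or below 30%; inactive = viability above 30%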;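 note: 100% = median luminescence of DMSO-only cell control wells on each plate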
F-actin modifier = alters cytoskeleton assembly in HUVEC cells | AID 836 | HUVEC TNFa F-actin phalloidin imaging, high content | inhibition, % at 2 µM | actives 0.18% (n = 91,000);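 active = inhibition above the batch mean plus 3 SD and confirmed as a hit by visual image inspection, cut at about 30% in these data, passing the limit was not always enough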; note: strong numbers were not always called active
VCAM1 TNFa inh = reduces TNF alpha induced VCAM1 expression in HUVEC | HUVEC TNFa-induced VCAM-1 immunofluorescence, high-content imaging | inhibition, % at 2 µM | actives 0.48% (n = 95,000) | AID 802;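 active = inhibition above the batch mean plus 3 SD, with images confirmed as a hit by eye, cut at about 37% in these data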;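 note: 0% = TNF-stimulated DMSO wells and 100% = unstimulated control wells; not every result past the cut was called active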
Pyk2 oligo antag = blocks oligomerization of human Pyk2 in cells | Q293 cells, Pyk2 FERM NanoBiT luminescence; active compounds read low | z-score (the deposit names both 25 µM and 10 µM) | AID 1347419 | actives 0.83% (n = 99,000) | Q14289;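 active = Z-score of -3 or lower, scaled per plate to the spread of control and sample wells; inactive = z-score above -3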;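 note: negative z-score means lost luminescence so less FERM oligomerization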
HUVEC tox IL1B = HUVEC cytotoxicity counter-screen, IL-1B stimulated; AID 845; actives 0.41% (n = 94,000); cell count reduction, % at 2 µM; HUVEC cell count loss, Hoechst imaging;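 active = cell count reduction more than 3 SD above the screen-wide mean, cut at about 70% in these data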;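 note: normalized per plate to untreated control cells as the no-loss baseline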
Numbers without * were called inactive; [ ] = dose if it differs, or a comment. These rows are one share of the data. The share of hits here may be higher or lower than overall.

`COc1ccc(N2CC(C)Cn3c2nc2c3c(=O)n(Cc3ccccc3F)c(=O)n2C)c(OC)c1` (stereo not drawn) gave Lung fibro prol 90, HUVEC tox TNFa -23, Smad3 inh 3, HUVEC inhibit 85, F-actin modifier 46, VCAM1 TNFa inh 9, Pyk2 oligo antag -1.3 and HUVEC tox IL1B 15.
`CNC(=O)CN(C)S(=O)(=O)c1ccc(F)cc1` gave Lung fibro prol 102, H69AR inhibit 97, HUVEC tox TNFa -30, Smad3 inh -4, HUVEC inhibit 109, F-actin modifier -3, VCAM1 TNFa inh 6, Pyk2 oligo antag 0.74 and HUVEC tox IL1B 13.
For O=C(Nn1c(Cc2cccs2)nc2ccccc2c1=O)c1cccs1 the results were Lung fibro prol 98, H69AR inhibit 95, Smad3 inh 2, HUVEC inhibit 88 and Pyk2 oligo antag 0.85.
For CCCn1c(Nc2ccc(Cl)cc2)nc2ccccc21 the results were Lung fibro prol 96, H69AR inhibit 95, HUVEC tox TNFa 9, Smad3 inh -1, HUVEC inhibit 95, F-actin modifier -9, VCAM1 TNFa inh 9, Pyk2 oligo antag -1.4 and HUVEC tox IL1B 1.
`COc1ccccc1Cn1c(=O)c2ccccc2n2c(SCC(=O)N3CCCCC3)nnc12` gave Lung fibro prol 87, H69AR inhibit 78, Smad3 inh -21[fluorescence artefact?] and HUVEC inhibit 87.
COC(=O)c1ccc(NC(=O)c2ccccc2N(C)S(C)(=O)=O)cc1 was read as Lung fibro prol 102, H69AR inhibit 91, HUVEC tox TNFa -22, Smad3 inh 10, HUVEC inhibit 107, F-actin modifier 15, VCAM1 TNFa inh -5, Pyk2 oligo antag 0.76 and HUVEC tox IL1B -18.
`CCOC(=O)C1CCN(C(=O)c2c(-c3c(Cl)cccc3Cl)noc2C)CC1` gave Lung fibro prol 107, H69AR inhibit 77, HUVEC tox TNFa 11, Smad3 inh 1, HUVEC inhibit 105, F-actin modifier -15, VCAM1 TNFa inh 5, Pyk2 oligo antag -0.37 and HUVEC tox IL1B -6.
CCCCN(CC)CCNC(=O)CN(C)S(=O)(=O)c1ccc2c(c1)c(=O)n(C)c(=O)n2C was read as Lung fibro prol 92, H69AR inhibit 96, HUVEC tox TNFa -26, Smad3 inh 2, HUVEC inhibit 96, F-actin modifier 26, VCAM1 TNFa inh 3, Pyk2 oligo antag 1.3 and HUVEC tox IL1B -8.
`CCOCCCNC(=O)N[C@@H](C)C(=O)OC` gave Lung fibro prol 114, H69AR inhibit 81, HUVEC tox TNFa -6, Smad3 inh 1, HUVEC inhibit 107, F-actin modifier -4, VCAM1 TNFa inh 6, Pyk2 oligo antag 0.04 and HUVEC tox IL1B -15.
Screening COc1cc(C(=O)Nc2nnc(-c3sccc3C)s2)cc(OC)c1OC returned Lung fibro prol 101, H69AR inhibit 59, HUVEC tox TNFa -12, Smad3 inh -276[fluorescence artefact?], HUVEC inhibit 60, F-actin modifier 1, VCAM1 TNFa inh 2, Pyk2 oligo antag 2.5 and HUVEC tox IL1B -15.
O=C(COC(=O)c1ccccc1C(=O)N1CCN(c2ccc(F)cc2)CC1)NCc1ccccc1 was read as Lung fibro prol 100, H69AR inhibit 92, HUVEC tox TNFa -6, Smad3 inh 6, HUVEC inhibit 87, F-actin modifier -8, VCAM1 TNFa inh 1, Pyk2 oligo antag 0.95 and HUVEC tox IL1B 48.
For C=CCn1c(SCc2ccc(C#N)cc2)nnc1-c1cccc(OC)c1 the results were Lung fibro prol 100, H69AR inhibit 75, HUVEC tox TNFa -47, Smad3 inh 0, HUVEC inhibit 99, F-actin modifier -10, VCAM1 TNFa inh 6, Pyk2 oligo antag 0.41 and HUVEC tox IL1B -64.

Continued (2 carried over from the part before).
O=C(COC(=O)c1ccccc1C(=O)N1CCN(c2ccc(F)cc2)CC1)NCc1ccccc1 was read as Lung fibro prol 100, H69AR inhibit 92, HUVEC tox TNFa -6, Smad3 inh 6, HUVEC inhibit 87, F-actin modifier -8, VCAM1 TNFa inh 1, Pyk2 oligo antag 0.95 and HUVEC tox IL1B 48.
For C=CCn1c(SCc2ccc(C#N)cc2)nnc1-c1cccc(OC)c1 the results were Lung fibro prol 100, H69AR inhibit 75, HUVEC tox TNFa -47, Smad3 inh 0, HUVEC inhibit 99, F-actin modifier -10, VCAM1 TNFa inh 6, Pyk2 oligo antag 0.41 and HUVEC tox IL1B -64.
CCCCC(NC(=O)c1ccc(Cl)cc1)C(=O)O (stereo not drawn) was read as Lung fibro prol 98, H69AR inhibit 93, HUVEC tox TNFa 2, Smad3 inh 12[fluorescence artefact?], HUVEC inhibit 95, F-actin modifier -7, VCAM1 TNFa inh 20, Pyk2 oligo antag 1.3 and HUVEC tox IL1B 24.
Screening CCOC(=O)N1CCC(Nc2nc3ccccc3nc2NS(=O)(=O)c2ccc(Cl)cc2)CC1 returned Lung fibro prol 77, HUVEC tox TNFa 1, Smad3 inh 2, HUVEC inhibit 66, F-actin modifier 10, VCAM1 TNFa inh 18, Pyk2 oligo antag -1.9 and HUVEC tox IL1B -86.
For O=C(NNC(=O)c1cc2cc3ccccc3nc2s1)c1ccc(F)cc1 the results were HUVEC tox TNFa 16, F-actin modifier -31, VCAM1 TNFa inh 7, Pyk2 oligo antag 0.52 and HUVEC tox IL1B 24.
For Cc1cc(C(F)(F)F)nn1CC(=O)N1CCCC1 the results were HUVEC tox TNFa -19, F-actin modifier -2, VCAM1 TNFa inh 8, Pyk2 oligo antag 0.85 and HUVEC tox IL1B -40.
For Cc1ccc(C2c3c(oc4ccccc4c3=O)C(=O)N2c2nnc(C(C)C)s2)o1 (stereo not drawn) the results were Lung fibro prol 100, H69AR inhibit 8.4*, Smad3 inh 20[fluorescence artefact?] and HUVEC inhibit 58.
CCN(CC(=O)O)S(=O)(=O)c1cc(Cl)ccc1Cl was read as Lung fibro prol 89, H69AR inhibit 93, HUVEC tox TNFa -10, Smad3 inh 8, HUVEC inhibit 89, F-actin modifier -2, VCAM1 TNFa inh 18, Pyk2 oligo antag 1.5 and HUVEC tox IL1B -6.
Screening COc1ccc(C2N(S(=O)(=O)c3ccccc3)CCN2S(=O)(=O)c2ccc(C)cc2)cc1 (stereo not drawn) returned Lung fibro prol 98, H69AR inhibit 91, HUVEC tox TNFa -24, Smad3 inh 11, HUVEC inhibit 99, F-actin modifier 2, VCAM1 TNFa inh 11, Pyk2 oligo antag 0.18 and HUVEC tox IL1B 6.
`CCN(Cc1ccccc1)C(=O)COC(=O)c1n[nH]c2ccccc12` gave Lung fibro prol 103, H69AR inhibit 112, HUVEC tox TNFa -12, Smad3 inh 3, HUVEC inhibit 115, F-actin modifier 7, VCAM1 TNFa inh 4, Pyk2 oligo antag -1.9 and HUVEC tox IL1B 4.
COc1ccc(NC2CC(=O)NC2=O)cc1 (stereo not drawn) was read as Lung fibro prol 100, H69AR inhibit 98, HUVEC tox TNFa -30, Smad3 inh 7, HUVEC inhibit 88, F-actin modifier 0, VCAM1 TNFa inh 6, Pyk2 oligo antag 0.29 and HUVEC tox IL1B -27.
`O=C(COc1ncnc2c(Cl)cc(Cl)cc12)NC1CCCCCC1` gave Lung fibro prol 94, H69AR inhibit 90, HUVEC tox TNFa -1, Smad3 inh -134, HUVEC inhibit 97, F-actin modifier 8, VCAM1 TNFa inh 1, Pyk2 oligo antag 0.16 and HUVEC tox IL1B -2.
`COc1ccc(NC(=S)Nc2ccc(N)c([N+](=O)[O-])c2)cc1` gave HUVEC tox TNFa -32, F-actin modifier 2, VCAM1 TNFa inh -5, Pyk2 oligo antag -2 and HUVEC tox IL1B -4.
Screening CCOc1ccc(NC(=O)[C@@H](NC(=O)c2ccccc2Br)C(C)C)cc1 returned HUVEC tox TNFa -4, F-actin modifier -14, VCAM1 TNFa inh 18, Pyk2 oligo antag 0.08 and HUVEC tox IL1B -22.
`COc1cccc(=O)c2c(C)n(C)c(C)c12` gave Lung fibro prol 100, H69AR inhibit 78, HUVEC tox TNFa -34, Smad3 inh 15, HUVEC inhibit 103, F-actin modifier -10, VCAM1 TNFa inh 1, Pyk2 oligo antag 0.09 and HUVEC tox IL1B 6.
Screening CC(=C/c1ccccc1)/C=N/NC(=O)c1cnccn1 returned Lung fibro prol 102, H69AR inhibit 82, HUVEC tox TNFa -51, Smad3 inh -12, HUVEC inhibit 94, F-actin modifier -12, VCAM1 TNFa inh -25, Pyk2 oligo antag 0.05 and HUVEC tox IL1B 6.
NC(=O)C1CCN(C(c2ccccc2Cl)c2nnnn2Cc2ccc3c(c2)OCO3)CC1 (stereo not drawn) was read as Lung fibro prol 103, H69AR inhibit 102, HUVEC tox TNFa -38, Smad3 inh 6, HUVEC inhibit 102, F-actin modifier -3, VCAM1 TNFa inh -7, Pyk2 oligo antag -1.7 and HUVEC tox IL1B -6.
`O=C(CSc1nnc(-c2ccco2)n1-c1ccccc1)NCc1ccco1` gave Lung fibro prol 101, H69AR inhibit 96, HUVEC tox TNFa 5, Smad3 inh -4, HUVEC inhibit 106, F-actin modifier -3, VCAM1 TNFa inh -7, Pyk2 oligo antag -0.75 and HUVEC tox IL1B 2.
COc1ccc2c(c1)C(C1C(=O)CCCC1=O)c1ccccc1O2 (stereo not drawn) was read as HUVEC tox TNFa -29, F-actin modifier -12, VCAM1 TNFa inh -27, Pyk2 oligo antag -1.5 and HUVEC tox IL1B -7.
`CCOC(=O)c1c(C)c(C(=O)NCc2cccs2)c(C)n1C` gave Lung fibro prol 106, H69AR inhibit 84, HUVEC tox TNFa -3, Smad3 inh 3, HUVEC inhibit 90, F-actin modifier -5, VCAM1 TNFa inh -20, Pyk2 oligo antag 1 and HUVEC tox IL1B -24.
Screening CCOC(=O)c1[nH]nc2c1C(=O)N(CC)C2=O returned Lung fibro prol 102, H69AR inhibit 90, HUVEC tox TNFa -28, Smad3 inh -3, HUVEC inhibit 90, F-actin modifier 22, VCAM1 TNFa inh 4, Pyk2 oligo antag -0.35 and HUVEC tox IL1B -12.
O=C(CSc1nnc(COc2ccccc2)o1)NCCc1ccccc1 was read as Lung fibro prol 111, H69AR inhibit 93, HUVEC tox TNFa 13, Smad3 inh -14, HUVEC inhibit 108, F-actin modifier 23, VCAM1 TNFa inh -9, Pyk2 oligo antag 1.6 and HUVEC tox IL1B -3.
Screening CCOc1ccccc1NC(=O)CSc1nc2cccnc2n1C returned Lung fibro prol 92, H69AR inhibit 74, HUVEC tox TNFa -24, Smad3 inh 5, HUVEC inhibit 90, F-actin modifier 11, VCAM1 TNFa inh -5, Pyk2 oligo antag 0.34 and HUVEC tox IL1B 0.
For COC(=O)c1cc2cc(NS(=O)(=O)c3ccc(C)cc3)ccc2s1 the results were HUVEC tox TNFa -9, F-actin modifier 2, VCAM1 TNFa inh 0, Pyk2 oligo antag -0.47 and HUVEC tox IL1B -21.
Screening CC(C)(C)NCCOc1ccc(Br)cc1 returned Lung fibro prol 108, H69AR inhibit 78, HUVEC tox TNFa -36, Smad3 inh -10, HUVEC inhibit 104, VCAM1 TNFa inh -12, Pyk2 oligo antag 0.8 and HUVEC tox IL1B -4.
For O=C(NCCN1C(=O)C2C3C=CC(C3)C2C1=O)Nc1ccccn1 (stereo not drawn) the results were Lung fibro prol 101, H69AR inhibit 98, Smad3 inh -1 and HUVEC inhibit 100.
`O=C(CN1CCC(n2nnc3cc(F)ccc32)CC1)Nc1ccc2c(c1)CCC2` gave Lung fibro prol 97, H69AR inhibit 97, HUVEC tox TNFa -4, Smad3 inh 9, HUVEC inhibit 69, F-actin modifier 14, VCAM1 TNFa inh 13, Pyk2 oligo antag 0.58 and HUVEC tox IL1B -3.
